Screening data deposited in PubChem by Broad Institute.
T cruzi growth – blocks T. cruzi growth in NIH3T3 culture; T. cruzi beta-gal in NIH3T3, GalScreen luminescence, 90 h; inhibition, % at 8.34 µM; 77,000 compounds, 5.9% hits; AID 624255;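 active = mean inhibition above about 93%, with at least 55% of replicates each passing it, limit read from the data, passing the limit was not always enough; inconclusive = only one of those two conditions holds; inactive = neither condition holds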
Pf Dd2 growth – inhibitors of Plasmodium falciparum Dd2 growth; P. falciparum Dd2 growth, SYBR Green, 72 h; hits give low values; activity change, % at 10 µM; 94,000 compounds, 2.3% hits; AID 1159554; in the data active = activity change below about -80%; inconclusive = no clear call, values can overlap the other calls
C diff HTS – blocks growth of Clostridium difficile; 86,000 compounds, 0.25% hits; Clostridium difficile clinical isolate growth, OD600, 24 h; hits give low values; growth activity, negative = inhibition, % at 16 µg/mL (by protocol);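 active = mean growth activity at or below -80% and every replicate also at or below -80%; inconclusive = mean at or below -80% but some replicate above -80%; inactive = mean growth activity above -80%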;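 also: 0% = DMSO wells and -100% = levofloxacin 16 µg/mL wells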
GASC1 inh – inhibitors of human demethylase GASC-1 KDM4C. Q9H3R0. GST-KDM4C 2-372, H3K9me3 peptide, LANCE TR-FRET. inhibition, % at 12.5 µM. 96,000 compounds, 0.15% hits;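 active = mean replicate inhibition above about 25%, with at least 55% of replicates also reaching it, limit read from the data, passing the limit was not always enough; inconclusive = only one of those two conditions met; inactive = neither condition met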
Target sequence (Q9H3R0 2-372 limits assumed): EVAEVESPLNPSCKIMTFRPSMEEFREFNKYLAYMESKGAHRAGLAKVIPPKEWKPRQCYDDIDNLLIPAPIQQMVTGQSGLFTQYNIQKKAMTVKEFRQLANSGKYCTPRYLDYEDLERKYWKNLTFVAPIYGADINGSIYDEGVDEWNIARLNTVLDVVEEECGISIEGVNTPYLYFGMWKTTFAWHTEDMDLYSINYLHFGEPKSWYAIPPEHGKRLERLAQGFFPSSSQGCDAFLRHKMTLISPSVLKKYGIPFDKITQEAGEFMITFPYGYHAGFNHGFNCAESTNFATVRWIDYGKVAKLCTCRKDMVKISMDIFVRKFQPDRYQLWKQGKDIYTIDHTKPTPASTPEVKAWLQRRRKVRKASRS
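System: N-terminal GST-fused human GASC-1 (KDM4C) fragment, residues 2-372; amount: enzyme final amount 10 nM; incubation: reaction 30 min RT, detection step 1 h RT; medium: HEPES buffer, pH 7.5, plus ascorbate; technique: LANCE TR-FRET, Eu antibody, ULight-streptavidin, EDTA, ex 340 nm, em 618/671 nm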
The depositor's hits bear a star; ? = inconclusive; / = not tested or not shown; & = joins results of further samples.

Order of values – T cruzi growth | Pf Dd2 growth | C diff HTS | GASC1 inh
1	CO[C@H]1CN(C)C(=O)c2cc(NC(=O)Nc3ccccc3)ccc2OC[C@H](C)N(C(=O)Nc2c(C)noc2C)C[C@H]1C
    -29.1 | -20.0 | / | 0.7
2	CC(C)NC(=O)Nc1ccc2c(c1)C(=O)N([C@@H](C)CO)C[C@@H](C)[C@H](CN(C)C(=O)Nc1cccc3ccccc13)OCCCC[C@@H](C)O2
    -64.4 | -54.4 | 0.5 | -1.4
3	COc1ccc(S(=O)(=O)N(C)C[C@H]2Oc3ccc(NS(C)(=O)=O)cc3CC(=O)N([C@@H](C)CO)C[C@H]2C)cc1
    7.0 | 5.3 | 6.2 | 12.9
4	O=C(C[C@H]1C=C[C@H](NC(=O)c2ccccc2)[C@H](CO)O1)NCCc1ccncc1
    -33.3 | 9.4 | -0.9 | -0.5
5	CO[C@@H]1CN(C)C(=O)c2ccc(NC(=O)Nc3cc(F)ccc3F)cc2OC[C@@H](C)NC[C@H]1C
    -41.0 | -42.0 | / | 0.3
6	CN(C)CCCNC(=O)C[C@H]1C=C[C@H](NS(=O)(=O)c2ccccc2)[C@H](CO)O1
    -36.6 | 11.9 | / | 1.0
7	O=C(C[C@@H]1C[C@@H]2c3cc(NC(=O)c4cccnc4)ccc3O[C@@H]2[C@H](CO)O1)NCC1CC1
    4.2 | 12.1 | -0.4 | 2.1
8	O=C(NCC[C@H]1CC[C@@H](NC(=O)C2CCOCC2)[C@@H](CO)O1)c1cc(Cl)cc(Cl)c1
    11.6 | 7.4 | / | -0.3
9	CN1C(=O)c2cc(NC(=O)Cc3cccs3)ccc2OC[C@@H]2O[C@@H](CC(=O)NCCc3ccncc3)CC[C@H]21
    -83.5 | / | -3.9 | 2.9
10	COc1ccc(CN(C)C[C@@H]2OCCCC[C@H](C)Oc3ccc(NC(=O)Nc4c(C)noc4C)cc3C(=O)N([C@@H](C)CO)C[C@H]2C)cc1
    19.2 | -67.2 | 10.7 | 1.5
11	C[C@@H]1CCCCO[C@@H](CN(C)C(=O)Nc2ccc(C(F)(F)F)cc2)[C@@H](C)CN([C@H](C)CO)C(=O)c2cc(NC(=O)Cc3ccccc3)ccc2O1
    ? | -4.5 | -4.1 | -2.1
12	C[C@H]1CN([C@@H](C)CO)C(=O)c2ccccc2-c2ccccc2CO[C@H]1CN(C)S(=O)(=O)c1ccc(F)cc1
    0.1 | 75.7 | / | -0.5
13	O=C(C1CC1)N1CCCCN2[C@H](CO)[C@H](c3ccc(C#CC4CCCC4)cc3)[C@@H]2C1
    86.3 | -5.0 | -13.0 | -2.1
14	CO[C@@H]1CN(C)C(=O)c2ccc(NC(=O)C3CCCCC3)cc2OC[C@H](C)N(Cc2nccs2)C[C@@H]1C
    2.7 | / | / | -0.2
15	COc1ccc(S(=O)(=O)Nc2ccc3c(c2)CC(=O)N([C@@H](C)CO)C[C@@H](C)[C@@H](CN(C)Cc2ccc(C(=O)Nc4ccccc4N)cc2)O3)cc1
    / | -80.3* | -2.9 | -3.3
16	COc1ccccc1CNC(=O)C[C@H]1CC[C@@H]2[C@@H](COc3ccc(NC(=O)Nc4ccc(F)c(F)c4)cc3C(=O)N2C)O1
    74.3 | 3.5 | -0.7 | 2.3
17	COCC(=O)N1CCCCN2[C@H](CO)[C@@H](c3ccc(-c4ccc(F)cc4)cc3)[C@@H]2C1
    5.6 | 4.3 | -2.9 | 0.2
18	O=C(C[C@H]1C=C[C@@H](NC(=O)c2ccncc2)[C@H](CO)O1)Nc1ccc(-c2ccccc2)cc1
    -32.7 | 0.6 | -2.2 | -3.1
19	C[C@H]1CN([C@@H](C)CO)C(=O)Cc2cc(NC(=O)C3CC3)ccc2O[C@H]1CN(C)C(=O)Nc1ccc(F)cc1
    -6.0 | 20.5 | -3.8 | -0.6
20	CC(C)NC(=O)N(C)C[C@@H]1Oc2ccc(NS(=O)(=O)c3cccs3)cc2CC(=O)N([C@H](C)CO)C[C@@H]1C
    20.5 | 14.6 | -5.8 | -0.9

New compounds follow.
Order of values – T cruzi growth | Pf Dd2 growth | C diff HTS | GASC1 inh
21	C[C@@H]1CCCCO[C@H](CN(C)C(=O)NC2CCCCC2)[C@@H](C)CN([C@H](C)CO)C(=O)c2cc(NC(=O)c3ccncc3)ccc2O1
    14.5 | 39.0 | 2.4 | -0.6
22	CC(C)NC(=O)Nc1ccc2c(c1)CC(=O)N([C@H](C)CO)C[C@@H](C)[C@H](CN(C)C(=O)Nc1ccc(F)cc1)O2
    47.1 | 0.7 | -1.3 | -0.6
23	C[C@H](CO)N1C[C@H](C)[C@@H](CN(C)Cc2ccc(Oc3ccccc3)cc2)OCc2cn(nn2)CCCC1=O
    -15.8 | 0.3 | 3.0 | -0.5
24	C[C@H]1CN([C@@H](C)CO)C(=O)c2cc(NC(=O)C3CCCCC3)ccc2O[C@H]1CN(C)C(=O)NC1CCCCC1
    -11.0 | 11.0 | -0.9 | 0.7
25	C[C@@H]1CCCCO[C@H](CN(C)S(C)(=O)=O)[C@@H](C)CN([C@H](C)CO)C(=O)c2cc(NS(=O)(=O)c3ccccc3)ccc2O1
    46.6 | 5.1 | -2.6 | -0.2
26	C[C@@H]1CN([C@H](C)CO)C(=O)Cc2cc(NC(=O)Nc3ccc4c(c3)OCO4)ccc2O[C@@H]1CN(C)S(=O)(=O)c1ccc(F)cc1
    -46.8 | 26.0 | 1.8 | 0.9
27	Cc1ccccc1-c1ccc2c(c1)O[C@H](CN(C)C(=O)Nc1ccccc1)[C@@H](C)CN([C@@H](C)CO)S2(=O)=O
    91.9* | -41.0 | -9.7 | -2.6
28	C[C@@H]1CCCCO[C@@H](CN(C)Cc2ccc3c(c2)OCO3)[C@H](C)CN([C@@H](C)CO)C(=O)c2cc(NC(=O)Nc3ccc(C(F)(F)F)cc3)ccc2O1
    ? | -59.7 | -69.5 | 0.2
29	C[C@@H]1CN([C@H](C)CO)C(=O)c2cccc(NS(C)(=O)=O)c2O[C@@H]1CN(C)C(=O)Nc1ccc(F)cc1
    6.7 | 19.5 | 0.2 | 0.1
30	COC(=O)C[C@@H]1CC[C@H]2[C@@H](COc3ccc(NC(=O)Nc4ccccc4C)cc3C(=O)N2C)O1
    -4.3 | 4.7 | 11.0 | -1.3
31	CCCC(=O)Nc1ccc2c(c1)OC[C@H](C)NC[C@@H](C)[C@H](OC)CN(C)C2=O
    43.9 | 18.4 | / | 3.0
32	CO[C@@H]1CN(C)C(=O)c2cc(NS(=O)(=O)c3ccccc3)ccc2OC[C@@H](C)NC[C@@H]1C
    / | 30.0 | / | 0.9
33	C[C@@H]1CN([C@H](C)CO)C(=O)c2cccc(NS(=O)(=O)c3cn(C)cn3)c2O[C@H]1CN(C)S(=O)(=O)c1ccc(Cl)cc1
    30.1 | 23.8 | -4.7 | -1.5
34	CCCN(C)C[C@H]1OCCCC[C@@H](C)Oc2ccc(NC(=O)c3ccccc3)cc2C(=O)N([C@@H](C)CO)C[C@H]1C
    -0.5 | -91.4* | -1.0 | -2.5
35	C/C=C/c1cnc2c(c1)C(=O)N([C@H](C)CO)C[C@H](C)[C@@H](CN(C)S(=O)(=O)c1ccc(OC)cc1)O2
    35.4 | -66.6 | 2.8 | -0.1
36	C[C@H]1CN([C@@H](C)CO)C(=O)c2cc(C3=CCCCC3)cnc2O[C@@H]1CN(C)C(=O)C1CCOCC1
    61.0 | 28.0 | -3.6 | -0.3
37	C[C@H](CO)N1C[C@H](C)[C@@H](CN(C)C(=O)Nc2ccc(F)cc2)Oc2ccc(NC(=O)Nc3ccc(C(F)(F)F)cc3)cc2CC1=O
    10.4 | -87.6* | 16.9 | -1.4
38	CN1c2ccc(C3=CCCCC3)cc2[C@H]2[C@H](CCN2C(=O)NC2CCCCC2)[C@@H]1CO
    14.7 | -46.9 | 16.9 | 9.0
39	O=S(=O)(c1ccccc1)N1CCCCN2[C@H](CO)[C@H](c3ccc(-c4ccccc4)cc3)[C@@H]2C1
    104.2* | 15.6 | 26.4 | 0.7
40	CCCNC(=O)C[C@@H]1C[C@H]2c3cc(NC(=O)Nc4ccc(OC)cc4)ccc3O[C@H]2[C@@H](CO)O1
    42.6 | -4.7 | 1.5 | -1.1

Along the list, quoted from above.
Entries 30–34 in Pf Dd2 growth: 4.7, 18.4, 30.0, 23.8, -91.4*

Continued:
Order of values – T cruzi growth | Pf Dd2 growth | C diff HTS | GASC1 inh
41	C[C@H](CO)N1C[C@H](C)[C@H](CN(C)CC2CC2)Oc2cc(Br)ccc2S1(=O)=O
    / | 5.1 | -1.4 | -1.0
42	O=C(C[C@@H]1CC[C@H]2[C@@H](COC[C@H](O)CN2Cc2ccc(C(F)(F)F)cc2)O1)N1CCc2ccccc2C1
    / | -44.2 | 68.3&37.2 | -0.7
43	CCN1[C@H](C(=O)N[C@@H](C)c2ccccc2)[C@@H](CO)[C@@H]2Cn3c(ccc(-c4cccc(F)c4)c3=O)[C@@H]21
    84.0 | -2.5 | 3.2 | 7.1
44	CN(C)c1ccc2c(c1)[C@@H]1C[C@H](CC(=O)NCc3ccccc3F)O[C@H](CO)[C@@H]1O2
    / | 17.8 | -3.3 | /
45	Cc1ccc(-c2cnc3c(c2)C(=O)N([C@@H](C)CO)C[C@@H](C)[C@H](CN(C)C(=O)Cc2cccnc2)O3)cc1
    -20.0 | 16.8 | 0.5 | 1.2
46	C[C@H]1CN([C@@H](C)CO)C(=O)c2cc(C#Cc3ccccn3)cnc2O[C@H]1CN(C)CC1CCOCC1
    63.7 | 32.1 | 4.9 | -0.1
47	COc1ccc(CN(C)C[C@H]2Oc3ccc(NS(=O)(=O)c4ccc(F)cc4)cc3CC(=O)N([C@H](C)CO)C[C@H]2C)cc1
    -44.7 | 39.9 | -14.3 | -1.0
48	CCCC(=O)Nc1ccc2c(c1)C(=O)N(C)[C@@H]1CC[C@@H](CC(=O)NCCN3CCCCC3)O[C@@H]1CO2
    -19.5 | 8.5 | -2.5 | 2.6
49	CS(=O)(=O)Nc1ccc2c(c1)[C@H]1C[C@H](CC(=O)NCc3cccnc3)O[C@@H](CO)[C@H]1O2
    / | 9.6 | 1.5 | 0.5
50	CCNC(=O)C[C@@H]1CC[C@@H]2[C@H](COC[C@@H](O)CN2Cc2ccc(Cl)c(Cl)c2)O1
    -24.5 | -2.7 | / | -0.8
51	O=C(C[C@@H]1CC[C@H]2[C@@H](COC[C@@H](O)CN2Cc2ccccc2F)O1)N[C@@H]1CCN(Cc2ccccc2)C1
    40.7 | -33.4 | / | 2.0
52	COc1cccc(-c2ccc3n(c2=O)C[C@@H]2[C@@H](CO)[C@H](C(=O)N4CCCCC4)N(C)[C@H]32)c1
    31.8 | 0.2 | 5.8 | 3.7
53	Cc1ccc(-c2ccc([C@H]3[C@H](CO)N4C(=O)CN(C(=O)c5cccnc5)C[C@@H]34)cc2)cc1
    / | 21.8 | 44.0 | -0.3
54	Cc1noc(C)c1NC(=O)N(C)C[C@H]1Oc2ccc(NC(=O)NC(C)C)cc2CC(=O)N([C@@H](C)CO)C[C@H]1C
    5.7 | -6.1 | -0.5 | 0.1
55	C[C@H](CO)N1C[C@H](C)[C@@H](CN(C)Cc2ccncc2)Oc2ccc(N(C)C)cc2C1=O
    9.2 | 5.7 | -2.0 | /
56	CC(=O)N(C)C[C@@H]1Oc2cc(C#CCN(C)C)ccc2S(=O)(=O)N([C@H](C)CO)C[C@@H]1C
    18.5 | 24.7 | -2.9 | 17.9
57	O=C(C[C@H]1C[C@@H]2c3cc(NC(=O)C4CCOCC4)ccc3O[C@@H]2[C@@H](CO)O1)NCC1CC1
    17.7 | 15.5 | 1.2 | -0.8
58	C[C@@H]1CN([C@H](C)CO)S(=O)(=O)c2ccc(C#C[C@@H](C)O)cc2O[C@H]1CN(C)Cc1ccccn1
    -15.9 | 12.5 | 3.9 | 0.2
59	O=C(CCN1CCCCC1)N[C@@H]1CC[C@H](CCNS(=O)(=O)c2ccc(Cl)cc2)O[C@H]1CO
    -20.1 | -15.5 | -1.2 | 2.2
60	COc1ccccc1-c1ccc2c(c1)O[C@@H](CN(C)C(C)=O)[C@@H](C)CN([C@H](C)CO)S2(=O)=O
    19.5 | 9.0 | -0.2 | 1.3
61	C[C@H]1CN([C@@H](C)CO)C(=O)c2cc(C3=CCCCC3)cnc2O[C@@H]1CN(C)Cc1ccccc1
    -33.3 | -43.7 | 1.5 | 0.3
62	CC(C)CC#Cc1cnc2c(c1)C(=O)N([C@@H](C)CO)C[C@@H](C)[C@@H](CN(C)Cc1ccccc1C(=O)O)O2
    / | 12.9 | -4.1 | -2.1
63	CNC(=O)C[C@@H]1CC[C@H]2[C@@H](COc3ccc(NC(=O)NC(C)C)cc3C(=O)N2C)O1
    2.4 | -2.7 | 0.5 | -1.6

Retrieved by compound from above (2):
Order of values – T cruzi growth | Pf Dd2 growth | C diff HTS | GASC1 inh
62	CC(C)CC#Cc1cnc2c(c1)C(=O)N([C@@H](C)CO)C[C@@H](C)[C@@H](CN(C)Cc1ccccc1C(=O)O)O2
    / | 12.9 | -4.1 | -2.1
48	CCCC(=O)Nc1ccc2c(c1)C(=O)N(C)[C@@H]1CC[C@@H](CC(=O)NCCN3CCCCC3)O[C@@H]1CO2
    -19.5 | 8.5 | -2.5 | 2.6
